Dicer processing: human Dicer pre-microRNA cleavage inhibition | z-score at 25 µM | hit rate 6% among 47,000 | Q9UPY3 | cat-ELCCA pre-miR-21 Dicer processing, chemiluminescence; stronger effect = higher value | AID 1347074; in the data active = z-score above about 3, passing the limit was not always enough;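 also: plate controls were vehicle for no effect and no enzyme for full effect; higher signal means more uncleaved substrate so more Dicer inhibition; strong numbers were not always called active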
Target sequence (Q9UPY3 whole entry, looked up): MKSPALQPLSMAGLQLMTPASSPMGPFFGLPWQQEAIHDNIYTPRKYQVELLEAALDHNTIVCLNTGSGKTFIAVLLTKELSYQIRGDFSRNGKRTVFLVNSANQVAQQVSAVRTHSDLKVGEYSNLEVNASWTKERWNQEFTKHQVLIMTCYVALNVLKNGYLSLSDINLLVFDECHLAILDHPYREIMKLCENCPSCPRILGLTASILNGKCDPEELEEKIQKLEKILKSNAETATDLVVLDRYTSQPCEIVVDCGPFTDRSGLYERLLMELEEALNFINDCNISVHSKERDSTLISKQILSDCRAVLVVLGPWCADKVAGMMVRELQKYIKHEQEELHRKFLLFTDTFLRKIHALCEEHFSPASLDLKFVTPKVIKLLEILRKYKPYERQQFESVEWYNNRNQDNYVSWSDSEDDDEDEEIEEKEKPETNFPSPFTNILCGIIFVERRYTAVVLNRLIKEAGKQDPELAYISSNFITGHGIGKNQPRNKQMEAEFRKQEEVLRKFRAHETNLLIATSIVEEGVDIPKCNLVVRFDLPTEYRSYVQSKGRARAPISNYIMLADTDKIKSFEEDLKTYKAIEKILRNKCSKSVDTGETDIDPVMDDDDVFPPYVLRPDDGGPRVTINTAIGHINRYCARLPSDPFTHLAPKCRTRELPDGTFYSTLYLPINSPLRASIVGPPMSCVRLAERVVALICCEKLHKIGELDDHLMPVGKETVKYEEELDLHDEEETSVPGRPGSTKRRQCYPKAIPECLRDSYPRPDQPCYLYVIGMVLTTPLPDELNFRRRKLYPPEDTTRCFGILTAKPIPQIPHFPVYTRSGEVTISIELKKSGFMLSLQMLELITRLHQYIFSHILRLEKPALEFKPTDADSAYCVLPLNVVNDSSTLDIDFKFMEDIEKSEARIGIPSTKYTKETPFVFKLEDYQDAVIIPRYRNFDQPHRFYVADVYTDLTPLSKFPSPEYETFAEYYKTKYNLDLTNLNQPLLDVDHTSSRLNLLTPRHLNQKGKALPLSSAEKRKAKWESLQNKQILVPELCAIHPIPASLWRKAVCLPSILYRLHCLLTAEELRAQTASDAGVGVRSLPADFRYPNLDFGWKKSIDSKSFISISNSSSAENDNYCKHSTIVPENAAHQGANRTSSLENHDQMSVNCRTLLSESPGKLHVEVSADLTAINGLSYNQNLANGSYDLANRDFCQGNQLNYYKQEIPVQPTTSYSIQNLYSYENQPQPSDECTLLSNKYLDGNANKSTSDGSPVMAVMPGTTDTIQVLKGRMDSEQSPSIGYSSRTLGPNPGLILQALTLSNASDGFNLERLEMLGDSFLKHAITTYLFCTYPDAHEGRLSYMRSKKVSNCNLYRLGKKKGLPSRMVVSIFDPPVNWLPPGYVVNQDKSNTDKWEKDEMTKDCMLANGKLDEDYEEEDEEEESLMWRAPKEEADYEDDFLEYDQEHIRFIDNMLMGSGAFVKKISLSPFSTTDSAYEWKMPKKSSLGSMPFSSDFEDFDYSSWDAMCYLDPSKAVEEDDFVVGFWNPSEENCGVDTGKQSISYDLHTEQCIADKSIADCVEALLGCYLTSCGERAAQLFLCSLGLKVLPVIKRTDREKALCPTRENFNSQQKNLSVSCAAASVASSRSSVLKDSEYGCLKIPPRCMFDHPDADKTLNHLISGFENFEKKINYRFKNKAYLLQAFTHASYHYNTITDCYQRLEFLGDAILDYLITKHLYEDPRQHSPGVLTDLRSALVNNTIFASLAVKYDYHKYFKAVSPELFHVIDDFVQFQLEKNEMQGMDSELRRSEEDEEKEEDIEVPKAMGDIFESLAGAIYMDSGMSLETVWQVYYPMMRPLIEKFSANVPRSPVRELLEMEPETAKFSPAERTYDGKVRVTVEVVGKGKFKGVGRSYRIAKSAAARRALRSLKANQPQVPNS
Active calls of the source: *. Not all compounds are listed (hit frequency here may not be typical).

SMILES | Dicer processing
COc1ccc(C2c3ccsc3CCN2C(=S)Nc2ccc(Cl)cc2Cl)cc1 (configuration not stated) | 0.24
O=C(CSc1ccccc1)Nc1ncn[nH]1 | -0.87
CCOC(=O)c1c(C)noc1-c1ccco1 | 7.69*
COCCOC(=O)c1c(C)oc2ccc(OC/C=C/c3ccccc3)cc12 | 1.82
O=C(CCSc1nc(-c2ccc3c(c2)OCO3)cc(C(F)(F)F)n1)N1CCSCC1 | 1.17
COc1ccc(OC)c(C2C(C#N)=C3N=C(N)c4ccccc4N3C3=C2C(=O)CCC3)c1 (configuration not stated) | 1.11
CCOC(=O)C1=C(C)NC(C)=C(C(=O)OCC)C1C | -1.55
N#Cc1ccc(N2CCN(C(=O)c3cc(-c4ccc(Cl)cc4)oc3C(F)(F)F)CC2)cc1 | 0.32
Cc1c(C)c(C)c(S(=O)(=O)Oc2c(Cl)cccc2Cl)c(C)c1C | 6.93*
CC1(C)OC(=O)C(=Cc2cc(Br)cs2)C(=O)O1 | -0.14

Among those listed so far, these contain an aryl thioether with sulfur outside any ring.
SMILES | Dicer processing
O=C(CSc1ccccc1)Nc1ncn[nH]1 | -0.87
O=C(CCSc1nc(-c2ccc3c(c2)OCO3)cc(C(F)(F)F)n1)N1CCSCC1 | 1.17

(continued)
SMILES | Dicer processing
CC(=O)c1nnn(-c2ccccc2C#N)c1C | 1.93
COc1cc(C(F)(F)F)nc2ccc(C#CCOC(=O)c3ccc(Cl)cc3)cc12 | -1.15
O=C(NCc1cccs1)c1cc2nc(-c3cccs3)cc(C(F)(F)F)n2n1 | -0.4
COc1cc(-n2cccc2)cc(C(F)(F)F)c1 | 0.65
CC1=C(C(=O)Nc2ccc(F)cc2F)C(c2ccc3c(c2)OCO3)C2=C(CC(C)(C)CC2=O)N1 (configuration not stated) | 3.07*
Cn1c(=O)c2c(nc(NCCc3ccc(O)cc3)n2C)n(C)c1=O | -1.24
CCOc1ccccc1C1C(C(=O)OCCOC)=C(C)NC2=C1C(=O)CC(c1ccccc1)C2 (configuration not stated) | -0.1
NC(=S)NNc1ccc(Cl)c(Cl)c1 | 2.32
O=C(Nc1ccc(Cl)cc1)N1CCOCC1 | 0.1
CCNC(=O)N1c2cc(C)ccc2C(C)=CC1(C)C | -0.05
Cc1noc(C)c1-c1nc(CSc2n[nH]c(=O)n2Cc2ccco2)no1 | 6.63
O=c1c(N2CCOCC2)nsn1Cc1ccccc1 | 0.18
Cc1ccc(-c2nc3cc(Cl)ccc3c(=O)o2)cc1C | 2.13
CCOC(=O)c1c(C)c(C#N)c(NC(=O)C(C)(C)C)n1-c1ccccc1 | -1.12
CC1(C)CC(=O)C2=C(C1)Nc1nc(N)[nH]c(=O)c1C2c1ccc(F)cc1 (configuration not stated) | -1.42
Cn1cc(Br)c(NS(=O)(=O)c2ccccc2C(F)(F)F)n1 | 1.88
CSc1nc2cc(C)nn2c(N)c1C#N | -0.11
CC1CCN(S(=O)(=O)c2ccc3ccccc3c2)CC1 | -1.53
CC(C)(C)NC(=O)NCCc1ccccc1 | 0.18
CC(/C=N/OC(=O)c1cc2ccccc2s1)=N\Nc1c(Cl)cc(Cl)cc1Cl | -0.37
Cc1ccc(CCn2c(C)c(C)c3ccccc32)cn1 | -0.56
Cc1nn(C)c(NC(=O)c2ccccc2Cl)c1Br | -3.35
CCCN1C(=O)C(NC(C)=O)c2cc(Cl)ccc21 (configuration not stated) | -0.82
Cn1nc(-c2ccccc2)cc1NS(=O)(=O)c1ccccc1 | 1.41
S=c1cc(-c2ccc(Cl)cc2)ss1 | -0.19
FC(F)(F)c1cccc(N=Cc2c(-c3ccccc3)nc3n2CCS3)c1 | 2.74
NC(=O)c1ccc(CC(=O)c2ccc(Cl)cc2)cc1 | 0.14
CC(=O)OCC12COC3c4ccccc4OC(C)(CC1C)C3C2C (configuration not stated) | 0.25
O=S(=O)(c1ccc2ccccc2c1)N1CCN(C2CCN(Cc3ccccc3)CC2)CC1 | 3.18*
Cc1cc(-c2noc(-c3cccc(F)c3)n2)c2ccccc2n1 | 0.58

Ordered by number of heavy atoms (low to high): 6 of the compounds above
SMILES | Dicer processing
Cc1nn(C)c(NC(=O)c2ccccc2Cl)c1Br | -3.35
NC(=O)c1ccc(CC(=O)c2ccc(Cl)cc2)cc1 | 0.14
Cc1ccc(CCn2c(C)c(C)c3ccccc32)cn1 | -0.56
Cc1cc(-c2noc(-c3cccc(F)c3)n2)c2ccccc2n1 | 0.58
CC(=O)OCC12COC3c4ccccc4OC(C)(CC1C)C3C2C (configuration not stated) | 0.25
FC(F)(F)c1cccc(N=Cc2c(-c3ccccc3)nc3n2CCS3)c1 | 2.74

Next section:
SMILES | Dicer processing
CCOCCOC(=O)C1=C(C)NC2=C(C(=O)CCC2)C1c1ccc(OC(C)=O)cc1 (configuration not stated) | -0.38
C=C1SC(Nc2cccc(C(F)(F)F)c2)=NC12CCCCC2 | -1.09
CCC1(CC)COC2(OC1)C(=O)Nc1ccc(F)cc12 | -0.64
CN(C)N1C(=O)c2cccc3cc([N+](=O)[O-])cc(c23)C1=O | -4.26
COCC1=C(C(=O)OC)C(c2cccs2)n2ncnc2N1 (configuration not stated) | 2.07
O=C1C2C3C=CC(C3)C2C(=O)N1c1cccc(N2C(=O)C3C4C=CC(C4)C3C2=O)n1 (configuration not stated) | 12.5
Cc1ccc(S(=O)(=O)Nc2ccc(O)c3ncccc23)cc1 | 15.4*
Cc1cc(C)c(NC(=O)C(C)Sc2nc3c(c(=O)n(C)c(=O)n3C)n2C)c(C)c1 (configuration not stated) | -1.1
CCn1c(COc2ccc(OC)cc2)nc2ccccc21 | 1.29
CCOC(=O)CSc1n[nH]c(C)n1 | 1.03
CCC(C)(C)NC(=S)N/N=C/c1ccccc1SC(C)(C)C | -0.04
CC1(C)CC(=O)C(Sc2ccccc2)=C(O)C1 | 1.88
Cc1ccc(Oc2ccc(-c3nc(N)nc(N)n3)cc2)cc1C | 1.81
CC(Sc1nc2ncnc(N)c2[nH]1)C(=O)O (configuration not stated) | -0.55
CCOC(=O)c1nnc2c(Br)c(C)nn2c1C | 0.43
O=C1CC(c2cccc(Cl)c2)Cc2c1cnc1[nH]n(-c3ccccc3)c(=O)c21 (configuration not stated) | 0.44
COC(=O)c1sc(SC)c(-c2ccn[nH]2)c1C | -3.71
C1=C(c2ccccc2)Nc2ncnn2C1c1ccccc1 (configuration not stated) | 2.13
O=C(Nc1cccc(NC(=O)N2CCOCC2)c1F)N1CCOCC1 | -1.11
O=C(O)C(Cc1ccccc1)NS(=O)(=O)c1ccc2c(c1)OCCO2 (configuration not stated) | -0.35
CCOC(=O)c1ccc2nc(C)c(C)nc2c1 | 4.76*
O=C1CC(c2ccc(O)cc2)Oc2cc(O)ccc21 (configuration not stated) | 4.75*
Cc1cc(NC(=O)CSc2n[nH]c(=O)n2-c2ccccc2)n(-c2ccccc2)n1 | 1.37
Cn1c(NC2CCN(Cc3ccccc3)CC2)cc(=O)n(C)c1=O | -7.19
CC(C)C(=O)NCCNC(=O)c1nonc1N | -0.98
CCc1cccc(C)c1N1C(=O)CC(C)C1=O (configuration not stated) | 2.5
Cc1ccc([N+](=O)[O-])c(OC(C)CC(=O)O)c1 (configuration not stated) | 0.64
O=C1C2CC=CCC2C(=O)N1c1ccccc1O (configuration not stated) | -0.18
Cc1nn2c(C(F)(F)F)cc(-c3ccc(Cl)cc3)nc2c1Cl | -1.34
COc1ccc(CCNC(=S)N(C)C)cc1OC | 1.47
Cc1ccc(C)n1-c1cc([N+](=O)[O-])ccc1-n1ccnc1 | 0.09
Cc1nn(-c2ccccc2)nc1C(=O)ONC(=O)c1ccco1 | 2.54
COC(=O)C1=C(C)N(c2ccc(C)c(C)c2)C(=O)C1 | 2.46
CC1=C(C#N)C(c2ccc3c(c2)OCO3)C2=C(CC(c3ccccc3)CC2=O)N1 (configuration not stated) | -0.39
NCCCCCCCCCCN | 19.2
CCOC(=O)C1=NOC2C(=O)N(c3ccccc3)C(=O)C12 (configuration not stated) | 1.13
CCOC(=O)COc1nsnc1N1CCOCC1 | 0.26
Cc1cccc(Oc2coc3cc(OC(=O)c4cccnc4)ccc3c2=O)c1 | -0.67
CCc1ccc2c(c1)C(NC(C)=O)C(=O)N2 (configuration not stated) | -1.11
Cc1csc(Cn2nc(CC(=O)N/N=C/c3ccccc3)c3ccccc3c2=O)n1 | -0.36
CSc1nn(-c2c(Cl)cc(Cl)cc2Cl)c(N)c1S(=O)(=O)c1ccc(Cl)cc1 | -0.98
Nc1ccc(Cc2ccncc2)cc1 | 0.52
COc1ccc(Cc2nc3c4c5c(sc4ncn3n2)CCCCC5)cc1 | 0.47
CSc1ccccc1NC(=O)Cn1nc([N+](=O)[O-])c(Br)c1C | -0.37
O=C1CC(c2cccc(Cl)c2)Cc2nc(NCc3ccco3)ncc21 (configuration not stated) | 2.31
CCC1NC(=O)c2cc(S(N)(=O)=O)c(Cl)cc2N1 (configuration not stated) | 0.43
O=C1CCC([N+](=O)[O-])C(c2cccc(Br)c2)N1 (configuration not stated) | 1.7
CCOC(=O)Cn1nc2sc3ccccc3n2c(=O)c1=O | 0.32
O=C1CSC(c2ccccc2)N1Cc1ccccc1 (configuration not stated) | -2.67
COC(=O)CC1(C(=O)OC)Oc2ccccc2C(=O)N1c1cc(Cl)cc(Cl)c1 (configuration not stated) | -0.2

3 entries from above in a different format.
| molecule | Dicer processing |
| --- | --- |
| CCn1c(COc2ccc(OC)cc2)nc2ccccc21 | 1.29 |
| CCOC(=O)CSc1n[nH]c(C)n1 | 1.03 |
| CCC(C)(C)NC(=S)N/N=C/c1ccccc1SC(C)(C)C | -0.04 |

Next part.
SMILES | Dicer processing
Fc1ccccc1Cc1cn2cc(-c3ccc(Br)cc3)nc2s1 | 0.87
Oc1ccc(-c2nc(-c3ccc(F)cc3)c(-c3ccncc3)[nH]2)cc1 | 0.12
COC(=O)/C=C(\Nc1ccc2oc(=O)c(NC(C)=O)cc2c1)C(=O)OC | -0.51
C#CC1(NS(=O)(=O)c2ccc(Sc3ccccc3)c([N+](=O)[O-])c2)CCCCC1 | -0.19
CCOC(=O)c1cc(-c2ccccc2)n(-c2ccc(N3CCOCC3)cc2)c1C | 4.28*
COC(=O)C(Cc1c[nH]c2ccccc12)NC(=O)CN1CCCCC1 (configuration not stated) | 4.61*
CC(C)S(=O)(=O)C/C(N)=N/OCc1ccc(Cl)cc1 | -0.68
Cc1c(NC(=O)O/N=C(/N)c2ccccc2)sc2nc(-c3ccc(Cl)cc3)nn12 | -0.08
O=C1C(=O)c2ccccc2C(O)=C1C1CCC(c2ccc(Cl)cc2)CC1 (configuration not stated) | -0.03
Cc1coc(C)c1C(=O)CC1(O)C(=O)Nc2ccccc21 (configuration not stated) | 1.93
O=C(O)CCC1CCCCCCCCCC(CCC(=O)O)C1=O (configuration not stated) | -1.1
CC1=NN(c2ccc(N=Cc3ccc(N(C)C)cc3)cc2)C(=O)C1 | -5.91
Cc1cccc(-c2ncc(S(=O)(=O)C(C)(C)C)c(N)n2)c1 | -0.51
CC12CCC(C1)C(C)(C)C2NC(=O)c1cccc([N+](=O)[O-])c1 (configuration not stated) | 0.15
Cc1c(Cl)cccc1NC1OC(=O)c2ccccc21 (configuration not stated) | -0.26
Cc1nc(-c2cnccn2)sc1C(=O)Nc1ccc(N2CCOCC2)cc1 | -5.61
c1ccc(NCc2ccc3c(c2)OCO3)nc1 | -1.56
COc1cccc(C2C3=C(CCCC3=O)Nc3[nH]n(-c4ccccc4)c(=O)c32)c1 (configuration not stated) | -1.1
CCS(=O)(=O)n1nc(-c2ccccc2)nc1SCc1ccccc1 | 3.99*
COc1cc(-c2cc(OC)c(C)cc2OC)c(OC)cc1C | -0.59

In the list so far, these have a thiophene ring, fused or not:
SMILES | Dicer processing
COc1ccc(C2c3ccsc3CCN2C(=S)Nc2ccc(Cl)cc2Cl)cc1 (configuration not stated) | 0.24
CC1(C)OC(=O)C(=Cc2cc(Br)cs2)C(=O)O1 | -0.14
O=C(NCc1cccs1)c1cc2nc(-c3cccs3)cc(C(F)(F)F)n2n1 | -0.4
CC(/C=N/OC(=O)c1cc2ccccc2s1)=N\Nc1c(Cl)cc(Cl)cc1Cl | -0.37
COCC1=C(C(=O)OC)C(c2cccs2)n2ncnc2N1 (configuration not stated) | 2.07
COC(=O)c1sc(SC)c(-c2ccn[nH]2)c1C | -3.71
COc1ccc(Cc2nc3c4c5c(sc4ncn3n2)CCCCC5)cc1 | 0.47

Additional entries:
SMILES | Dicer processing
CCNC(=O)C(NC(=O)OC(C)(C)C)C(C)OCc1ccccc1 (configuration not stated) | 4.72*
O=c1[nH]c(SCc2c(Cl)cccc2Cl)nc2ccnn12 | 1.56
Cn1c2c(c(=O)n(C)c1=O)CN(Cc1ccc(CN3CNc4c(c(=O)n(C)c(=O)n4C)C3)cc1)CN2 | 3.77*
CN(C)CCOc1nc(-c2ccccc2)nc2c1oc1ccccc12 | 1.41
COc1ccc(C2C(C#N)=C(N)Oc3n[nH]c(C)c32)cc1OC (configuration not stated) | -5.54
CC1CC(NC(=S)NC2CC3CC2C2C=CCC32)CC(C)(C)C1 (configuration not stated) | 3.11*
O=C(O)c1cc(F)cc(C(F)(F)F)c1 | -1.35
O=C(Nc1ccc(Cl)cc1)Oc1ccc2ccccc2c1 | 0.54
Cc1cc(C)n2nc(C(F)(F)F)c(-c3ccccc3)c2n1 | -0.27
O=C(/C(=C\c1ccccc1)n1ccnc1)c1ccccc1OCc1ccccc1 | -2.51
CCc1cc2c(=O)c(-c3nc4ccccc4[nH]3)coc2cc1O | 2.49
CNC(=S)N/N=C/c1ccccc1O | 1.42
N=S(=O)(c1ccc(Cl)cc1)c1cccs1 (configuration not stated) | -0.75
CCOC(=O)c1sc2nc(C)nc(Nc3ccc4c(c3)OCCO4)c2c1C | -0.68
CSCCC(NS(=O)(=O)c1ccc2c3c(cccc13)C(=O)N2C)C(=O)O (configuration not stated) | -2.26
O=S(=O)(Nc1nc(SCc2ccc(Cl)cc2)n[nH]1)c1ccc(F)cc1 | -0.14
CCN1C(=O)C(O)(CC(=O)c2ccc(C)cc2C)c2ccccc21 (configuration not stated) | 0.59
CC(C)(C)c1oncc1C(=O)N1CCOCC1 | -0.69
O=C1Nc2ccc(Br)cc2C12OCCO2 | 0.56
CCOC(=O)c1sc(N2C(=O)C(O)=C(C(=O)c3ccco3)C2c2cccs2)nc1C (configuration not stated) | 0.31
